Yeast superoxide = reduction of superoxide in aged yeast, primary screen, HTS. superoxide response (% of plate mean), % at 10 µM. hit rate 0.18% among 330,000. S. cerevisiae aged cells, superoxide DHE fluorescence; hits give low values. AID 2690, 2010;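 active = superoxide response under a set limit, about three screen SD below normal, cut at about 65% in these data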;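 note: yeast aged for seven days with compound at 30 °C before DHE staining; 100% = average MFI of all compound-treated wells on the plate with controls excluded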
CIT2 TOR yeast = modulators of CIT2-GFP expression in yeast, primary screen, S. cerevisiae, GFP fusion, multiplex flow cytometry, MLPCN library. S. cerevisiae CIT2-GFP strain, 3 h; 100 means same as DMSO wells. GFP response vs DMSO, % at 10 µM. hit rate 0.065% among 320,000. AID 2029, 2009;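 active = GFP response relative to DMSO above a set limit, near the screen mean plus 3 SD, cut at about 150% in these data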;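 note: ratio of well median GFP fluorescence to mean of DMSO wells on the plate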
RPL19A TOR yeast = RPL19A-GFP expression modulators in yeast, primary screen, cell-based, S. cerevisiae, multiplex flow cytometry, MLPCN; S. cerevisiae RPL19A-GFP strain, 3 h; hits give low values; percent response vs DMSO, % at 10 µM; hit rate 0.3% among 330,000; AID 2025, 2009;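 active = percent response vs DMSO below 50%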;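 note: median channel GFP fluorescence of the barcoded RPL19A-GFP strain; ratio of sample median GFP to plate DMSO average so 100% = DMSO; lower means less RPL19A-GFP as with rapamycin TOR inhibition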
Efflux pump inh = inhibitors of Candida efflux pumps in yeast, primary screen, S. cerevisiae, Nile Red, multiplex. inhibition, % at 10 µM. S. cerevisiae Candida pump triplex. hit rate 0.44% among 330,000;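 active = plate passing quality check with inhibition over a set limit, or well fluorescence over plate mean plus 4 SD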;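 note: Nile Red retained in pooled yeast measured as flow cytometry median fluorescence; 0% = buffer negative control and 100% = Enniatin B positive control; higher means more Nile Red kept so more efflux inhibition; some compounds called inactive have numbers as strong as hits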
MEP2 TOR yeast = modulators of MEP2-GFP levels in yeast, primary screen, S. cerevisiae, multiplex flow cytometry, MLPCN library | S. cerevisiae MEP2-GFP strain, 3 h; 100% = DMSO control level | GFP response vs DMSO, % at 10 µM | hit rate 0.51% among 330,000 | AID 2016, 2009;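 active = GFP response versus DMSO above a set limit, roughly screen mean plus 3 SD, cut at about 180% in these data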;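 note: median GFP fluorescence of the barcode-gated MEP2-GFP cells per well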
AHR activator = AHR activators, primary screen, cell-based, luminescence, luciferase reporter, human; hit rate 2.5% among 320,000; AID 2796, 2010; Aryl hydrocarbon receptor (Homo sapiens), P35869; AHR-responsive luciferase reporter cells; activation, % at 5 µM; in the data active = activation above about 47%;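 note: 0% = vehicle wells and 100% = reference agonist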
Target sequence (P35869 whole entry, looked up): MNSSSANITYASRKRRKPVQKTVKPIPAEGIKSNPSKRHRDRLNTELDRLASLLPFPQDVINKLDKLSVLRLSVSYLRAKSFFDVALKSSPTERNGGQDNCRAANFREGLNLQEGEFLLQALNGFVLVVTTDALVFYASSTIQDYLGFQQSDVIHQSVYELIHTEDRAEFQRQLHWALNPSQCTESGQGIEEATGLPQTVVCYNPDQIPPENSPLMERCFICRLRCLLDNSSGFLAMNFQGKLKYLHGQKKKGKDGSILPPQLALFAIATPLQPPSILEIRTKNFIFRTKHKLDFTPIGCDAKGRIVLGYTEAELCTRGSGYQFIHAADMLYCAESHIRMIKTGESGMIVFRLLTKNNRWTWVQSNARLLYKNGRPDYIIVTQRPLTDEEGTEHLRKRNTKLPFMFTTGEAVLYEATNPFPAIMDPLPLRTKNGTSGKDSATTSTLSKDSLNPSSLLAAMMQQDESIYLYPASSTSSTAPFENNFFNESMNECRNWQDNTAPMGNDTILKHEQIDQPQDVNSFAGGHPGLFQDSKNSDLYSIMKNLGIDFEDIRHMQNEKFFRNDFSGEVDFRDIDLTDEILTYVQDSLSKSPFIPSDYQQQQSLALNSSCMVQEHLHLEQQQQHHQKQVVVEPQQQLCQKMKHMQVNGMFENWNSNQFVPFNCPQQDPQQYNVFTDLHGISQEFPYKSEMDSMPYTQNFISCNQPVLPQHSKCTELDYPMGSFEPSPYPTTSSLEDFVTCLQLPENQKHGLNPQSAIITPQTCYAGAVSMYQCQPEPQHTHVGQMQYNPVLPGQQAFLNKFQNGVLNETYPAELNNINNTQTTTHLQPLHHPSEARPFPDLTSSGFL
AGP1-GFP MLPCN = modulators of AGP1-GFP expression in yeast TOR pathway, primary screen, cell-based, multiplex flow cytometry, S. cerevisiae, MLPCN library. hit rate 0.02% among 320,000. AID 2066, 2009. 3 h; GFP as percent of DMSO wells. GFP response vs DMSO, % at 10 µM;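 active = GFP response relative to DMSO above a set limit, near screen average plus 3 SD, cut at about 150% in these data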;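 note: median GFP channel fluorescence of the gated AGP1 strain per well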
LAP4-GFP MLPCN = modulators of LAP4-GFP expression in yeast, primary screen, S. cerevisiae, multiplex flow cytometry, MLPCN library; 3 h; median GFP as percent of DMSO wells; GFP response vs DMSO, % at 10 µM; hit rate 0.34% among 320,000; AID 2023, 2009;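 active = GFP response vs DMSO above a set limit, about the screen mean plus 3 SD, cut at about 150% in these data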
Active calls of the source: *; . = not tested or not shown.

1. COc1cccc(CC(=O)NNC(=O)CN(C)S(=O)(=O)c2ccc(C)cc2)c1
2. Cc1ccc2nc(N3C(=O)C(O)=C(C(=O)c4ccco4)C3c3ccc(C)o3)sc2c1 (configuration not stated)
3. Cc1ccccc1CN(c1ccc(C(=O)NCC2CCCO2)cc1)S(C)(=O)=O (configuration not stated)
4. CSc1nc2nc(-c3ccc(F)cc3)c(CCN3CCN(C)CC3)cn2n1
5. Cc1ccc(NC(=O)c2oc3ccc(S(=O)(=O)N4CCC5(CC4)OCCO5)cc3c2C)cc1C
6. Cc1ccc(NC(=O)c2cccc(OCc3c(C)noc3C)c2)cc1S(=O)(=O)Nc1ccccc1Cl
7. CC(NC(=O)NC(=O)c1cccc(Cl)c1)c1ccccc1 (configuration not stated)
8. Nc1ccccc1C(=O)N1CCCC1

Compound,1,2,3,4,5,6,7,8
Yeast superoxide,108,94,90,67,95,103,116,87
CIT2 TOR yeast,86,88,104,102,102,94,.,99
RPL19A TOR yeast,95,102,101,100,102,103,95,103
Efflux pump inh,0.3,-0.5,-0.1,0.1,0.2,-0.1,0.0,0.1
MEP2 TOR yeast,91,94,107,98,103,100,105,103
AHR activator,7,19,-1,-1,15,3,6,1
AGP1-GFP MLPCN,98,94,99,108,105,96,93,105
LAP4-GFP MLPCN,97,93,96,106,98,92,103,98

9. CCOc1ccc2nc(NS(=O)(=O)c3ccc(NC(C)=O)cc3)sc2c1
10. COc1cc(OC)cc(C(=O)N[C@H](C(=O)NC23CC4CC(CC(C4)C2)C3)C(C)C)c1
11. CSc1ccccc1NC(=O)COc1ccc(Cl)cc1C
12. OC1(c2ccc(Cl)cc2)CCN(Cc2cn[nH]c2-c2ccc(F)cc2)CC1
13. COc1ccc(-n2c(SC(C)C(=O)N3CCOCC3)nc3ccccc3c2=O)cc1 (configuration not stated)
14. CCC(C)NCCCOc1ccc([N+](=O)[O-])cc1 (configuration not stated)
15. CC(=O)c1ccccc1NCC(=O)Nc1ccc(C)cc1
16. Cc1ccc(NC(=O)Nc2ncnc3nc[nH]c23)cc1

Compound,9,10,11,12,13,14,15,16
Yeast superoxide,87,106,93,94,101,98,105,95
CIT2 TOR yeast,101,87,100,89,98,103,217*,104
RPL19A TOR yeast,94,95,96,90,98,103,118,108
Efflux pump inh,-0.1,0.2,-0.2,0.0,0.1,-0.2,0.4,-0.2
MEP2 TOR yeast,85,92,104,87,94,107,299*,105
AHR activator,1,3,11,-2,0,10,19,20
AGP1-GFP MLPCN,96,85,95,96,98,106,118,107
LAP4-GFP MLPCN,96,89,92,109,88,102,226*,92

An excerpt of these results, as tab-separated lines:
item	mol	Yeast superoxide	CIT2 TOR yeast	RPL19A TOR yeast	Efflux pump inh	MEP2 TOR yeast	AHR activator	AGP1-GFP MLPCN	LAP4-GFP MLPCN
7	CC(NC(=O)NC(=O)c1cccc(Cl)c1)c1ccccc1 (configuration not stated)	116	.	95	0.0	105	6	93	103
1	COc1cccc(CC(=O)NNC(=O)CN(C)S(=O)(=O)c2ccc(C)cc2)c1	108	86	95	0.3	91	7	98	97
8	Nc1ccccc1C(=O)N1CCCC1	87	99	103	0.1	103	1	105	98

Following part.
17. COc1cc2ccccc2cc1C(=O)Nc1nnc(-c2ccncc2)o1
18. O=C(O)C1Cc2ccccc2CN1S(=O)(=O)c1ccc2ccccc2c1 (configuration not stated)
19. COc1nccc(C(F)(F)F)c1C(=O)Nc1ccc(Cl)cc1
20. O=C(Nc1ccccc1)Nc1ccc2ocnc2c1
21. O=S(=O)(NC1CCc2ccccc21)c1ccc(S(=O)(=O)N2CCCC2)cc1 (configuration not stated)
22. Brc1ccc(Oc2ncc(CN3CCN(c4ccccc4)CC3)s2)cc1
23. Cc1nn(C)c(C(=O)NNC(=S)NC2CCCCC2)c1Cl
24. CCc1ccccc1Nc1nc2ccccc2n1C

Compound,17,18,19,20,21,22,23,24
Yeast superoxide,113,98,89,100,113,89,91,102
CIT2 TOR yeast,86,91,107,101,94,104,94,105
RPL19A TOR yeast,94,95,100,101,95,100,91,103
Efflux pump inh,0.2,0.0,0.0,0.0,0.1,0.0,0.1,0.1
MEP2 TOR yeast,103,98,105,103,94,98,108,112
AHR activator,-4,9,-2,1,5,0,0,-4
AGP1-GFP MLPCN,91,95,111,105,94,103,104,106
LAP4-GFP MLPCN,109,91,108,102,97,103,114,111

An excerpt from above in order of the AGP1-GFP MLPCN value, largest number first:
| cpd | compound | AGP1-GFP MLPCN |
| --- | --- | --- |
| 4 | CSc1nc2nc(-c3ccc(F)cc3)c(CCN3CCN(C)CC3)cn2n1 | 108 |
| 1 | COc1cccc(CC(=O)NNC(=O)CN(C)S(=O)(=O)c2ccc(C)cc2)c1 | 98 |
| 11 | CSc1ccccc1NC(=O)COc1ccc(Cl)cc1C | 95 |

Other results follow.
25. Cn1c(SCC(=O)N2CCOCC2)nnc1-c1ccc2ncccc2c1
26. Cc1nnc(NC(=O)c2ccc(C)c(S(=O)(=O)N3CCCCCC3)c2)s1
27. COC(=O)CNc1ccc2c(c1)OCO2
28. CC1CCN(S(=O)(=O)c2ccc(NC(=O)Cc3ccccc3)cc2)CC1
29. COc1cccc(CNS(=O)(=O)c2cc(Br)cc3c2N(C(C)=O)C(C)C3)c1 (configuration not stated)
30. COc1ccccc1-n1c(SCC(=O)O)nc2sc3c(c2c1=O)CCC3
31. O=C1c2ccsc2SCCN1Cc1c(Cl)cccc1Cl
32. CS(=O)(=O)Nc1nnc(C2CCCC2)s1

Compound,25,26,27,28,29,30,31,32
Yeast superoxide,98,103,102,111,87,104,103,92
CIT2 TOR yeast,96,94,88,97,107,98,92,109
RPL19A TOR yeast,97,101,90,96,102,100,96,100
Efflux pump inh,0.0,0.2,0.0,0.0,-0.2,-0.2,0.0,0.0
MEP2 TOR yeast,96,101,93,97,104,106,96,106
AHR activator,-1,6,4,-2,2,0,-1,2
AGP1-GFP MLPCN,110,99,84,101,107,105,102,105
LAP4-GFP MLPCN,121,97,89,99,101,105,105,101

33. COc1ccc2cc(C(N)=O)c(=Nc3ccccc3)oc2c1
34. CC1CCc2c(sc(NC(=O)c3ccco3)c2C(=O)O)C1 (configuration not stated)
35. N/C(=N\OC(=O)Nc1ccc(Cl)c(Cl)c1)c1ncc(C(F)(F)F)cc1Cl
36. O=C(Nc1ccc(Oc2ccc(C(=O)O)c(C(=O)O)c2)cc1)c1cccs1
37. Cc1ccc(N2C(=O)C(CN3CCCCC3)C2c2ccccc2)cc1 (configuration not stated)
38. O=C1COc2ccc(C(=O)COC(=O)/C=C/c3ccco3)cc2N1
39. CC1(C)CC(=O)CC2(C1)NCC(c1ccccc1)c1c2[nH]c2ccccc12 (configuration not stated)
40. COc1ccc2nc(Nc3nc4cc5c(cc4s3)OCO5)sc2c1

Compound,33,34,35,36,37,38,39,40
Yeast superoxide,99,126,112,85,99,98,108,105
CIT2 TOR yeast,106,96,104,91,92,89,96,100
RPL19A TOR yeast,111,88,101,98,101,96,97,103
Efflux pump inh,-0.1,-0.4,0.0,-0.1,0.0,0.0,-0.2,-0.2
MEP2 TOR yeast,106,86,101,92,97,105,100,100
AHR activator,24,14,3,1,0,1,8,13
AGP1-GFP MLPCN,99,75,96,94,99,94,98,100
LAP4-GFP MLPCN,110,87,99,105,112,103,96,101

41. CCOC(=O)C1C(=O)C=C(/C=C/c2ccc(N(C)C)cc2)CC1c1ccccc1 (configuration not stated)
42. C=CCn1c(SCC(=O)NCCc2ccccc2)nc2c([nH]c3ccccc32)c1=O
43. CCOc1cccc2cc(C(=O)N3CC(C)OC(C)C3)c(=O)oc12 (configuration not stated)
44. O=C(NCc1ccc(N2CCCC2=O)cc1)Nc1cccc(Cl)c1
45. C/C(=N\NC(=O)CN1CCN(S(=O)(=O)c2ccc(C)cc2)CC1)c1ccncc1
46. CN1C(=O)C2(NCCc3c2[nH]c2ccccc32)c2ccccc21 (configuration not stated)
47. Cc1nn(Cc2c(Cl)cccc2Cl)c(C)c1NC(=O)Cn1nc([N+](=O)[O-])c(Cl)c1C
48. Cc1ccnc(S(=O)(=O)Cc2ccc([N+](=O)[O-])cc2)n1

Compound,41,42,43,44,45,46,47,48
Yeast superoxide,132,104,113,118,105,100,94,100
CIT2 TOR yeast,102,95,98,108,103,103,100,98
RPL19A TOR yeast,100,104,103,102,101,99,99,99
Efflux pump inh,0.6*,0.0,-0.1,0.0,-0.1,0.1,0.1,0.0
MEP2 TOR yeast,102,96,104,108,100,103,103,108
AHR activator,13,60*,-1,-1,2,8,-1,3
AGP1-GFP MLPCN,97,87,103,107,105,100,95,99
LAP4-GFP MLPCN,93,83,93,106,105,97,87,105

49. Cc1ccc2c(=O)cc(C(=O)NCCc3ccc(S(N)(=O)=O)cc3)oc2c1
50. Cn1c(-[n+]2c(-c3ccccc3)cc(-c3ccccc3)cc2-c2ccccc2)nc2c([N+](=O)[O-])cccc21
51. O=C(N/N=C/c1ccc2nccnc2c1)c1cccc([N+](=O)[O-])c1
52. CC1CCN(CC(O)COC2CC(C)CC(C)(C)C2)CC1 (configuration not stated)
53. C=CCN1C(=O)C(C(C)CC)NC1=S (configuration not stated)
54. CCOC(=O)C1=C(CCl)NC(=O)NC1c1ccc2c(c1)OCO2 (configuration not stated)
55. O=c1[nH]nc(C(F)(F)F)c2nnn(Cc3ccccc3Cl)c12
56. Cc1[nH]nc(N=CC2=C(O)CC(c3ccco3)CC2=O)c1-c1ccc(Cl)cc1 (configuration not stated)

Compound,49,50,51,52,53,54,55,56
Yeast superoxide,107,102,99,93,80,108,99,115
CIT2 TOR yeast,105,80,98,94,114,103,97,96
RPL19A TOR yeast,95,101,106,97,.,105,99,93
Efflux pump inh,0.1,0.2,0.4,-0.1,-0.2,0.0,0.1,-0.1
MEP2 TOR yeast,95,99,104,99,102,103,117,102
AHR activator,2,68*,5,0,-2,-2,2,-1
AGP1-GFP MLPCN,108,89,95,105,105,95,88,89
LAP4-GFP MLPCN,106,103,99,103,101,91,102,95

57. C=CCc1c(O)nc(SCC(=O)c2ccccc2)[nH]c1=O
58. Cc1ccc(-c2nn(C)c(=O)c3ccccc23)cc1CNC(=O)CN1CCOCC1
59. Cc1ccc(C(=O)c2c3ccc(N)cc3nn2CCC(N)=O)cc1
60. O=C(NCCc1ccccc1F)N[C@@H](Cc1ccccc1)C(=O)O
61. Cc1cc(NC(=O)c2ccco2)c(=O)n(Cc2cccc(C(F)(F)F)c2)c1
62. COc1ccc(C(=O)NC23CC4CC(CC(C4)C2)C3)cc1
63. Cc1cccc(NC(=O)CN2C(=O)S/C(=C\c3ccc(O)c([N+](=O)[O-])c3)C2=O)c1
64. COc1cc(=O)n(C)c2cc(N(C)C)ccc12
65. CCOC(=O)Cc1csc(NC(=O)CSc2nnc(Cc3csc(N)n3)n2C)n1
66. O=C(COC(=O)C12CC3CC(CC(O)(C3)C1)C2)Nc1ccc(Br)cc1F

Compound,57,58,59,60,61,62,63,64,65,66
Yeast superoxide,96,111,105,81,102,99,98,113,88,100
CIT2 TOR yeast,95,107,93,94,94,89,104,96,109,99
RPL19A TOR yeast,94,102,99,105,94,93,99,97,101,101
Efflux pump inh,0.1,0.1,0.2,-0.1,-0.1,0.1,0.0,-0.1,-0.2,0.0
MEP2 TOR yeast,96,99,99,100,88,89,104,98,99,97
AHR activator,2,2,17,0,-5,-1,1,12,1,-1
AGP1-GFP MLPCN,95,105,92,96,90,92,108,96,.,99
LAP4-GFP MLPCN,94,99,106,102,80,93,94,93,107,98

High-throughput results: PubChem BioAssay, several laboratories
